NCI-60 one-dose screen, 48 h, at 10 µM unless noted. Numbers give growth in % (100 = growth as untreated, 0 = no growth, -100 = all killed).
ACHN: ACHN renal cancer | AID 1794771 | 81,000 tested, 4.9% active
OVCAR-4: OVCAR-4 ovarian cancer cells; 80,000 tested, 3.7% active
OVCAR-8: OVCAR-8 ovarian cancer; AID 1794782; 81,000 tested, 4.4% active
OVCAR-5: OVCAR-5 ovarian cancer; 82,000 tested, 2.9% active
RXF 393: RXF 393 renal cancer cells; AID 1794773; 77,000 tested, 6.9% active
CAKI-1: CAKI-1 renal cancer; 75,000 tested, 4.7% active; AID 1794772
A498: A498 renal cancer cells. 76,000 tested, 5.4% active. AID 1794774
OVCAR-3: OVCAR-3 ovarian cancer | 79,000 tested, 7% active | AID 1794787
The depositor's hits bear a star; . = not tested or not shown; & = joins results of further samples. Rule for the calls: active = growth percent below 10; inactive = the rest.

The opening two entries, ahead of the listing:
SMILES	ACHN	OVCAR-4	OVCAR-8	OVCAR-5	RXF 393	CAKI-1	A498	OVCAR-3
CCCCCCCCc1ccc(C(=O)Nc2ccc(C)c(OP(=O)(O)O)c2)cc1	103.1	88.9	100.4	120.1	112.6	101.5	107.0	96.2
Cc1cc(-c2ccccc2)[nH]c1-c1nccc2ccccc12	72.8	64.0	81.6	.	80.1	67.1	90.6	63.9

This part in full, from the start:
SMILES	ACHN	OVCAR-4	OVCAR-8	OVCAR-5	RXF 393	CAKI-1	A498	OVCAR-3
CCCCCCCCc1ccc(C(=O)Nc2ccc(C)c(OP(=O)(O)O)c2)cc1	103.1	88.9	100.4	120.1	112.6	101.5	107.0	96.2
Cc1cc(-c2ccccc2)[nH]c1-c1nccc2ccccc12	72.8	64.0	81.6	.	80.1	67.1	90.6	63.9
CCC(CC)(CC)c1cc([N+](=O)[O-])c(C)c([N+](=O)[O-])c1OC	92.4	96.9	103.8	96.4	.	90.4	87.2	115.9
NC(=O)CC[n+]1ccc(C(=O)O)cc1	96.1	97.5	98.1	101.4	100.6	69.0	89.9	98.9
CCCCCCCCC/C=N\NC(N)=O	106.9	107.8	107.7	114.2	114.8	83.9	97.8	103.4
COc1ccc(-n2c(SCc3cc(OC)c(OC)c(OC)c3)nc3ccc(C)cc3c2=O)c(OC)c1	44.9	57.4	45.6	43.2	19.6	13.4	-16.4*	-4.6*
COc1cccc(CNC(=O)c2cccc(C3CC(=O)c4c(cc(OC)c(OC)c4OC)O3)c2)c1 (stereo not drawn)	47.9	78.3	67.1	89.1	84.3	77.3	81.7	12.6
CCOC(=O)C(=O)NCCc1ccc(OC)c(OC)c1	110.1	119.3	106.3	101.3	106.5	95.4	109.0	104.6
COC(=O)c1ccc2c(=O)[nH]c(CSc3nc4ccccc4c(=O)n3C)nc2c1	106.4	73.8	91.7	106.0	125.8	95.8	87.6	125.6
COc1cc2c(c(OC)c1OC)CCC(c1cccc(NC(=O)c3ccc(C#N)cc3)c1)O2 (stereo not drawn)	87.8	75.0	75.5	105.8	94.3	84.6	82.9	83.8
CCN1CC2=C(Nc3nc(SC)[nH]c(=O)c3C2c2ccc(Br)cc2)/C(=C/c2ccc(Br)cc2)C1 (stereo not drawn)	90.5	85.6	78.5	102.3	88.1	88.2	77.0	93.4
Cc1ccc(NC(=O)c2nnn(-c3ccccc3)c2-c2ccco2)cc1	89.7	93.4	97.4	93.8	109.5	86.3	74.2	115.2
CCCC(O)Cn1ncc(C(=O)OCC)c1NC(=O)NCc1cccc(F)c1 (stereo not drawn)	96.6	87.2	94.8	100.1	119.5	84.6	107.9	99.7
COc1cc(/C=C2\S/C(=N/Nc3nc(-c4ccc(Br)cc4)cs3)NC2=O)cc(OC)c1OC	75.7	74.1	53.7	91.4	70.5	86.0	35.3	58.7
COC(=O)C1CCCN1C(=O)CNC(=O)OC(C)(C)C (stereo not drawn)	98.9	105.5	96.4	98.2	124.1	113.7	86.5	105.6
COc1cc(/C=N/Nc2ccc(C)cc2)cc(OC)c1OC	99.6	108.4	104.8	101.4	106.8	91.3	104.0	122.2
O=C1C(Cl)=C(Nc2cccc(C(F)(F)F)c2)C(=O)N1c1cccc(C(F)(F)F)c1	74.8	82.2	81.7	82.6	72.2	77.2	74.9	87.0
CCOc1ccc(-n2cnc3c(=O)[nH]c(N)nc32)cc1	99.7	109.0	109.7	86.5	127.1	103.1	81.5	111.2
NC(=O)N1N=C(c2ccccc2)CC1c1cn(-c2ccccc2)nc1-c1ccccc1 (stereo not drawn)	96.8	94.3	102.3	94.0	111.7	90.2	99.9	91.7
O=C1Nc2ccccc2/C1=C\c1c(-c2ccc(F)cc2)nc2ncccn12	87.3	119.7	95.6	93.5	100.0	91.7	84.8	94.0
O=C1Nc2ccc(Br)cc2C1=Nc1ccccc1	78.8	116.5	108.3	98.8	168.3	78.5	124.6	87.0
COc1cc2oc(-c3cccc(C(=O)N[C@@H](CO)C(=O)O)c3)cc(=O)c2c(OC)c1OC	111.2	122.6	107.8	105.2	118.3	99.3	126.8	142.1
CCOC(=O)C1CSCCC1=O (stereo not drawn)	98.9	102.2	105.9	107.4	99.7	98.2	88.4	108.9
O=c1oc2ccccc2cc1-c1nn(-c2ccccc2)cc1-c1nn[nH]n1	99.9	97.9	103.7	93.2	99.4	87.6	95.1	113.8
CCCCC1(C(OC)OC)NC(=O)N(C)C1=O (stereo not drawn)	96.6	103.8	95.6	90.0	95.8	95.5	118.9	105.2

Limited to A498, for five of the compounds above:
SMILES,A498
O=c1oc2ccccc2cc1-c1nn(-c2ccccc2)cc1-c1nn[nH]n1,95.1
CCC(CC)(CC)c1cc([N+](=O)[O-])c(C)c([N+](=O)[O-])c1OC,87.2
COC(=O)c1ccc2c(=O)[nH]c(CSc3nc4ccccc4c(=O)n3C)nc2c1,87.6
COc1cc(/C=N/Nc2ccc(C)cc2)cc(OC)c1OC,104.0
CCOC(=O)C(=O)NCCc1ccc(OC)c(OC)c1,109.0

New compounds follow:
SMILES	ACHN	OVCAR-4	OVCAR-8	OVCAR-5	RXF 393	CAKI-1	A498	OVCAR-3
O=C(c1nc2ccccc2[nH]1)C1C(c2cccc(O)c2)C2CSCN2[C@@]12C(=O)Nc1ccccc12 (stereo partly drawn)	92.8	82.1	97.0	92.9	104.0	84.1	.	97.2
CN(C)C1CCN(C(=O)c2ccc(NC(=O)Nc3ccc(-c4nc(N5CCOCC5)c5cccn5n4)cc3)cc2)CC1	2.2*	-26.9*	-0.6*	-0.3*	-30.4*	69.6	-54.9*	-12.0*
C=CCN1C(=O)c2cccc3c(N4CCCC4)ccc(c23)C1=O	95.8	87.0	96.7	98.1	98.2	84.7	66.5	103.1
Cc1[nH]c(C(=O)N2CCOc3ccc(S(=O)(=O)N4CCOCC4)cc32)c2c1C(=O)CCCC2	98.9	81.5	87.3	89.3	120.7	90.3	111.8	109.4
Brc1ccc(-c2nnc(N3c4ccccc4C=Cc4ccccc43)o2)cc1	75.2	80.4	71.4	100.9	75.1	68.1	86.6	93.2
O=Cc1cn(-c2ccc(C(=O)O)cc2)nc1-c1ccc(O)cc1	109.0	107.0	95.8	118.0	112.3	.	111.7	101.9
Cc1csc(/N=C/c2ccc([N+](=O)[O-])o2)n1	97.4	102.7	97.2	104.4	103.7	93.6	.	103.3
O=C(O)/C=C/C(=O)Nc1ccc2c(c1)Cc1cc(Br)ccc1-2	95.0	101.8	109.9	111.3	108.4	80.4	113.2	102.2
Nc1ccc(N2C(=O)NC(=O)C(=O)C2=O)cc1	96.8	.	102.6	94.8	110.2	.	106.9	112.4
CCCCCCCCCCC1OCC(C)O1 (stereo not drawn)	105.7	102.6	104.2	101.5	91.5	95.9	101.2	107.3
CCN(CC)C(=O)C1=C(C)NC(=S)NC1c1ccc2c(c1)OCO2 (stereo not drawn)	103.0	114.8	102.1	99.6	105.3	87.7	114.5	108.7
CCCCOCCOC(c1cc2c(cc1Br)OCO2)C(C)Br (stereo not drawn)	105.8	89.1	106.8	106.2	110.8	84.1	.	103.3
O=C1Nc2ccc(S(=O)(=O)O)cc2C1=O	112.0&111.1	110.3	96.7&98.8	108.6&94.3	109.9&108.6	100.7&110.9	107.2&107.7	110.3&107.0
Cc1cc(N=NC(=N)N)c(C(C)C)cc1NN=C(N)N	102.4	103.2	106.9	104.7	135.2	.	.	110.0
COc1ccc(Cc2c(N)noc2N)cc1	104.9	109.3	99.8	109.9	.	96.5	121.5	107.3
O=C(/C=C/c1ccccc1C(F)(F)F)c1c(O)c2ccccc2oc1=O	96.1	82.3	86.1	146.8	98.5	85.8	.	102.7
CC(=O)c1cc(Nc2cc(C)nc(N)n2)cc(C(C)=O)c1	102.0	107.6	98.8	91.6	108.3	87.0	91.7	112.4
Cc1cc(Cl)cc(Cl)c1C(=O)O	103.2	.	110.3	109.6	115.9	97.9	123.6	112.3
Cc1cc(C)c(S(=O)(=O)Nc2ccccc2)c(C)c1	102.3&105.9	116.5&94.5	101.6&102.4	96.4&103.4	109.8&105.2	84.8&93.7	106.0&93.0	92.3&115.2
COc1ccc(OC)c(NC(=O)Oc2ccc(C#N)cc2)c1	102.8	97.6	100.8	103.3	98.0	93.5	93.1	111.6
O=[N+]([O-])c1ccc(O)cc1Br	99.2	89.3	100.4	94.0	106.8	94.5	81.6	105.9
CCOC(=O)CC1CSC(c2ccc(Cl)cc2)=N1 (stereo not drawn)	104.1	104.2	101.7	107.8	112.8	92.2	88.1	110.6
COC(=O)c1cc(OC)nc(SC)n1	.	114.5	82.3	112.1	101.7	.	48.4	109.3
Cc1cc2nnc(-c3ccc(Cl)cc3)n2c(SCc2ccccc2)n1	79.6	87.4	88.7	97.5	114.5	84.0	95.7	98.4
C[C@H]1CCC/C=C/[C@@H]2C[C@H](O)C[C@H]2[C@H](O)/C=C/C(=O)N1	103.7	75.5	113.3	84.6	115.1	82.6	98.7	120.4

Whole records, quoted from the list. Screens in order: ACHN | OVCAR-4 | OVCAR-8 | OVCAR-5 | RXF 393 | CAKI-1 | A498 | OVCAR-3
Cc1cc2nnc(-c3ccc(Cl)cc3)n2c(SCc2ccccc2)n1 is listed as 79.6 | 87.4 | 88.7 | 97.5 | 114.5 | 84.0 | 95.7 | 98.4
O=Cc1cn(-c2ccc(C(=O)O)cc2)nc1-c1ccc(O)cc1 is listed as 109.0 | 107.0 | 95.8 | 118.0 | 112.3 | . | 111.7 | 101.9
O=C1Nc2ccc(S(=O)(=O)O)cc2C1=O is listed as 112.0&111.1 | 110.3 | 96.7&98.8 | 108.6&94.3 | 109.9&108.6 | 100.7&110.9 | 107.2&107.7 | 110.3&107.0
COc1ccc(OC)c(NC(=O)Oc2ccc(C#N)cc2)c1 is listed as 102.8 | 97.6 | 100.8 | 103.3 | 98.0 | 93.5 | 93.1 | 111.6
Brc1ccc(-c2nnc(N3c4ccccc4C=Cc4ccccc43)o2)cc1 is listed as 75.2 | 80.4 | 71.4 | 100.9 | 75.1 | 68.1 | 86.6 | 93.2

Further records
SMILES	ACHN	OVCAR-4	OVCAR-8	OVCAR-5	RXF 393	CAKI-1	A498	OVCAR-3
CCC(C)(C)c1ccc(N(CCCc2ccccc2)CCCc2ccccc2)cc1	102.1	114.7	108.3	109.5	97.1	98.8	95.8	111.6
CS(=O)(=O)c1ccc(-c2nc3ccccn3c2-c2nc3ccccc3[nH]2)cc1	95.6	104.4	97.1	100.6	104.3	92.1	97.2	108.4
Cn1c(-c2ccc3c(c2)OCO3)cc(=O)c2cc3c(cc21)OCO3	108.8	113.7	98.3	100.3	112.8	94.8	53.4	107.6
CCCCOc1ccc(C(=O)OCCN(C)C)cc1N	102.6	112.5	96.7	99.1	123.9	93.9	109.5	109.5
O=C(/C=C/c1ccc(F)cc1)Nc1cccc2cccnc12	104.7	93.3	106.1	103.8	110.0	91.4	114.1	.
NS(=O)(=O)c1ccc(C(=O)NN2C(=O)c3c(Br)c(Br)c(Br)c(Br)c3C2=O)cc1	106.2	104.0	105.6	107.2	109.8	88.0	81.7	104.7
O=C(Nc1ccc(-n2cc(-c3ccncc3)c(-c3ccc(Cl)c(O)c3)n2)cc1)c1ccc(Cl)c(C(F)(F)F)c1	-24.3*	40.6	-1.9*	52.6	-66.3*	-33.5*	71.8	-24.9*
N#CCCN1N=C(c2ccc(Cl)cc2)OC(c2ccccc2)C1=O (stereo not drawn)	97.8	96.6	95.9	92.4	97.5	74.5	95.6	101.8
CCC(=O)N1N=C(c2ccc(-n3ccc(C(F)(F)F)n3)c(F)c2)CC1c1ccc[nH]1 (stereo not drawn)	110.8	111.4	103.3	100.0	123.1	96.0	.	113.4
CC(=O)CC(=O)N1CCc2ccccc21	102.9	99.3	99.1	104.0	112.3	80.9	103.8	110.6
Clc1cccc(Oc2ccc(Nc3ncnc4onc(-c5ccccc5)c34)cc2)c1	95.9	85.4	85.8	92.4	109.9	87.6	80.4	96.0
COc1ccc(C2CC(c3ccccc3)=NN2c2nc(-c3ccc(Cl)cc3)c(C#N)c(=O)n2C)cc1 (stereo not drawn)	98.8	.	95.9	94.9	96.6	79.3	95.9	111.6
NC(=O)C1CCCCC1C(N)=O (stereo not drawn)	105.8	102.4	99.8	113.7	115.5	113.9	103.5	109.3
Sc1ccc(Nc2c3ccccc3nc3ccccc23)cc1	97.0	95.6	105.6	99.2	.	92.2	.	100.1
CCn1c(SCC(=O)Nc2ccc(-c3nc4ccccc4[nH]3)cc2)nc2ccccc2c1=O	-86.4*	-84.1*	-85.5*	-44.4*	-87.1*	-99.2*	-75.0*	-66.1*
CC(C)CNC(=S)N/N=C/c1ccc(N(C)C)cc1	110.2	91.3	97.5	104.0	92.3	95.9	89.0	99.5
CN(NS(=O)(=O)c1ccccc1)C(=O)c1ccccc1	94.2	105.6	107.1	99.3	116.0	109.7	.	131.2
CC(N1CCN(C)CC1)C(O)(c1ccccc1)C1CCCCC1 (stereo not drawn)	91.4	105.7	83.8	95.5	87.2	91.9	69.4	98.8
NC(=O)C12C(=O)NC(=O)C1(C(=O)O)C21CCCC1 (stereo not drawn)	111.6	104.3	104.5	110.0	121.7	112.1	113.5	116.4
CCCCCCCCCCCCCCCCOC(=O)C(CCSC)NCNc1ccc(S(=O)(=O)c2ccc(NCNC(CCSC)C(=O)OCCCCCCCCCCCCCCCC)cc2)cc1 (stereo not drawn)	109.8	98.4	95.2	93.1	100.2	82.1	112.4	95.0
CCOC(=O)c1cnc2ccccc2c1Nc1cccc(S(=O)(=O)NC)c1	83.1	.	85.2	94.5	99.0	67.2	77.2	95.6
CC(O)c1ncc(/C=C2\SC(=S)N(CCC(=O)O)C2=O)s1 (stereo not drawn)	112.5	116.1	99.3	105.6	103.5	100.6	93.5	104.9
O=C1c2c(c3c4ccccc4[nH]c3c3ccc4ccccc4c23)C(=O)N1CCN1CCOCC1	15.3	57.7	31.5	71.7	18.0	32.8	61.4	44.1
O=C1CC(C(F)(F)F)Cc2nc3ccc(F)cc3cc21 (stereo not drawn)	102.3	99.0	102.2	97.4	104.7	89.0	83.3	106.2

Not a hit list, and some 10% of all compounds hit somewhere here.
